Compound activity as filed in PubChem BioAssay.
Pf apPOL inh – Pf-apPOL inhibitors, biochemical, fluorescence | actives 0.25% (n = 210,000) | AID 1794808, 2022 | Recombinant Pf-apPOL, molecular beacon fluorescence, 1.5 h | inhibition, % at 10 µM | Plasmodium falciparum apicoplast DNA polymerase (apPOL)
mHTT CaM bind – mutant huntingtin-calmodulin interaction inhibitors – biochemical, AlphaScreen, primary screen; inhibition, % at 15 µM; P42858; AlphaScreen His-mHTT/GST-CaM binding, luminescence; actives 3.6% (n = 190,000);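 also: 0% = both proteins with DMSO and 100% = one protein alone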
Target sequence (P42858 whole entry, looked up, stated change not applied): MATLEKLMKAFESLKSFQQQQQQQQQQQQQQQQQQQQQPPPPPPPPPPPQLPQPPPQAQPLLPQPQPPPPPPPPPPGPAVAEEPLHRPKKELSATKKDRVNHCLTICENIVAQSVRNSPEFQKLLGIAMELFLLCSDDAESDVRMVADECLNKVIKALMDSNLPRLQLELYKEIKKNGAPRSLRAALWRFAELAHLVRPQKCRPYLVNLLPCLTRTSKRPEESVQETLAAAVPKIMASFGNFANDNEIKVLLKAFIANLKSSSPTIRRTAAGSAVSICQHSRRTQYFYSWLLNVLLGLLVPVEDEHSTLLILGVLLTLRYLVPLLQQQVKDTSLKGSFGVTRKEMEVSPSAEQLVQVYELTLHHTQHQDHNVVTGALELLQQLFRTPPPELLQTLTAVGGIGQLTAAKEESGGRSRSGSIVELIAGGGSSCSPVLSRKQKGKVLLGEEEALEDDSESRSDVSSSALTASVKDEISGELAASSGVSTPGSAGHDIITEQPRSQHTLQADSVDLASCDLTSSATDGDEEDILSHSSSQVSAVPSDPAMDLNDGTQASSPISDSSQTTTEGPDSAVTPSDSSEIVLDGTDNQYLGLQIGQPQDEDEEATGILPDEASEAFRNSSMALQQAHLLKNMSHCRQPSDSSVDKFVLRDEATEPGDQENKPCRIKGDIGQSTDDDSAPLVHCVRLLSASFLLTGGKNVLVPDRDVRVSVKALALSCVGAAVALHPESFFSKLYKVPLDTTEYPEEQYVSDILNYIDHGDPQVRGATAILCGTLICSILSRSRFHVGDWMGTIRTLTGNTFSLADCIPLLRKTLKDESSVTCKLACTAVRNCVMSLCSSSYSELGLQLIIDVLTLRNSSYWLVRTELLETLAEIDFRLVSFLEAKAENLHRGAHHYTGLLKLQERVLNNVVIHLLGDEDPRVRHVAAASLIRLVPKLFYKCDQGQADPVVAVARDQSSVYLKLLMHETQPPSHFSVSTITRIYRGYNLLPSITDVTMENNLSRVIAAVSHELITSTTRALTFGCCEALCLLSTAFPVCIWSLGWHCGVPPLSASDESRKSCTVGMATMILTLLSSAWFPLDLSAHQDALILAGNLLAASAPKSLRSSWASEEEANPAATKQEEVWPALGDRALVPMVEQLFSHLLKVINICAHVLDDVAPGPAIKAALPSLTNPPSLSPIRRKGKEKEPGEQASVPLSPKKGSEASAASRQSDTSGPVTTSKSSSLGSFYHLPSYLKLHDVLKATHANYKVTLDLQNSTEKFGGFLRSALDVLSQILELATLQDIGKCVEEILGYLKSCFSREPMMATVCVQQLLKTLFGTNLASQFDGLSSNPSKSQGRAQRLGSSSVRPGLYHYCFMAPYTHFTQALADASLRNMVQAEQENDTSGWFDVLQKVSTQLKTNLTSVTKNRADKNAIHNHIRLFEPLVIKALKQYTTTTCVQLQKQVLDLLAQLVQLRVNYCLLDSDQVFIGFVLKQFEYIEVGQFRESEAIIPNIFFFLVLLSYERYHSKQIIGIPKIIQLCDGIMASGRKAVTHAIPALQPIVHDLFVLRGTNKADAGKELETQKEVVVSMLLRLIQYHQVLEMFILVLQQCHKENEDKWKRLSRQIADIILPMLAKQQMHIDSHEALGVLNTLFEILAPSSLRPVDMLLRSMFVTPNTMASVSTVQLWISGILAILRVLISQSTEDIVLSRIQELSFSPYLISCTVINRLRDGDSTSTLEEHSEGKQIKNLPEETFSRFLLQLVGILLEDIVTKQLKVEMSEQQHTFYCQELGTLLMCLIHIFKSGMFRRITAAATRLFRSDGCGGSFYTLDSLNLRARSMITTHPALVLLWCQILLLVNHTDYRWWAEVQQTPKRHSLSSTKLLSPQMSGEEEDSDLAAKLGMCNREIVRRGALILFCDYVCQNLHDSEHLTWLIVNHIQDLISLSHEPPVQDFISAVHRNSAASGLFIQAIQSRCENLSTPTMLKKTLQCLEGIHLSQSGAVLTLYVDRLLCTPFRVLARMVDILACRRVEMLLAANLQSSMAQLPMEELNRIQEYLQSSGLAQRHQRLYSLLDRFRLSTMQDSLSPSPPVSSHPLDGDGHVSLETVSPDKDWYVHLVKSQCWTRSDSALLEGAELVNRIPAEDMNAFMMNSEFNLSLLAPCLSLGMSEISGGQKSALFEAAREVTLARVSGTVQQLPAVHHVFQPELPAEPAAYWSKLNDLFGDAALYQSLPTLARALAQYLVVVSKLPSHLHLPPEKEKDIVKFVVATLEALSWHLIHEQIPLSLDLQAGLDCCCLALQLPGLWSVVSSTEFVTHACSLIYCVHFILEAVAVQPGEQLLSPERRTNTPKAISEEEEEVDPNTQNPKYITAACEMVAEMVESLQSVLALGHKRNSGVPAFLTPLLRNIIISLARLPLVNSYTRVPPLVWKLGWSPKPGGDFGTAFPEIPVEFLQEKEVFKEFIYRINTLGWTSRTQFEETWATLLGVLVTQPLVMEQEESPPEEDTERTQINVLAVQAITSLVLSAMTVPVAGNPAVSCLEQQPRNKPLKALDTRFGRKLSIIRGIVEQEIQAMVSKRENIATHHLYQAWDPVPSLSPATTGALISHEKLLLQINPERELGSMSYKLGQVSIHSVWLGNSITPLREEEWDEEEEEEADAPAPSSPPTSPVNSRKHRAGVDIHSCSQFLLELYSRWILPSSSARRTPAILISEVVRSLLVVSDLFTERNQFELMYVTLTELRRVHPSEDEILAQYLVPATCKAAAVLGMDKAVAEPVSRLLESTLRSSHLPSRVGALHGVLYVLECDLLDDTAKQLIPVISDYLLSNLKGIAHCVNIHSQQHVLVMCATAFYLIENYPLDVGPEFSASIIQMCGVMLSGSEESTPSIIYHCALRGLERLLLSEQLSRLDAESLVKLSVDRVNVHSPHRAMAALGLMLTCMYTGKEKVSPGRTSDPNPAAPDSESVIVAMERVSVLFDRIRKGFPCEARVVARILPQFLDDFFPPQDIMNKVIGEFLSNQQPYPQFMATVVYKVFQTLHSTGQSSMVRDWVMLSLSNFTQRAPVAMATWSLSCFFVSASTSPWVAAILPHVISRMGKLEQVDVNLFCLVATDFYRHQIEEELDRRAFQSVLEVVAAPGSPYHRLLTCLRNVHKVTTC
* marks the source's active call; other numbers are inactive results; i = inactive; nt = not tested or not shown; & = joins results of further samples. Rule as the data show it: active = inhibition above about 50%; inactive = the rest.

item | mol | Pf apPOL inh | mHTT CaM bind
1 | COc1cc(NC(=O)N2CCCC2c2cc(C(C)C)on2)cc(OC)c1OC (stereo not drawn) | -7 | 2
2 | CC1(C)OC2OC(C(=O)Oc3ccc4ccccc4c3)C3OC(C)(C)OC3C2O1 (stereo not drawn) | -4 | 5
3 | COC(=O)N1CCN(CCNC(=O)Cc2ccc(S(=O)(=O)C(C)C)cc2)CC1 | -5 | -20
4 | CCS(=O)(=O)c1ccc2oc(=O)c(C=C(O)c3ccc(C)cc3)nc2c1 | 2 | 4
5 | CCN1C(=O)/C(=c2/sc3nc4ccccc4n3c2=O)c2ccccc21 | 6&0 | -3&-2
6 | CCOc1cc(C2C(C(=O)OC)=C(C)NC3=C2C(=O)CC(C)(C)C3)ccc1OC (stereo not drawn) | -5 | 20
7 | COc1ccc(C2C3=C(CCCC3=O)N=C3c4ccccc4C(=O)C32)cc1 (stereo not drawn) | -1 | 46
8 | CC(=O)c1c2c(c(C)[nH]c1=O)CCCC2 | 9 | -5
9 | Nc1nc2[nH]c(=S)[nH]c2c(=O)[nH]1 | 13 | nt
10 | O=C(c1nn2c(c1Cl)NC(c1ccc(Br)cc1)CC2C(F)(F)F)N1CCCC1 (stereo not drawn) | 2 | 40
11 | CC(C)c1ccc(NC(=O)C2CCC(=O)N2)cc1 (stereo not drawn) | -3 | 2
12 | CC#CCOC(=O)c1c(C)nc2sc3c(c2c1N)CCC(O)C3 (stereo not drawn) | 5 | nt
13 | O=C(Nc1ccc2oc(-c3cccc(Cl)c3Cl)nc2c1)c1ccccc1[N+](=O)[O-] | -2 | 7
14 | O=C(Nc1ccccc1)c1ccc2nc(NC(=O)c3ccc([N+](=O)[O-])cc3)sc2c1 | 3 | -1
15 | CCC(C(=O)Nc1cccc(Cl)c1)N1C(=O)C2(OCCCO2)c2ccccc21 (stereo not drawn) | -5 | -7
16 | CCc1ccc(OCC(=O)NC2CCCC2)cc1 | -2 | -9
17 | CSc1nc2nc(C)cc(=O)n2[nH]1 | 4 | -3
18 | COc1cccc(NC(=O)CN2CCC(c3nc(-c4ccncc4)no3)CC2)c1 | -5 | 17
19 | O=C(NCc1ccccc1)c1c(F)cccc1Cl | 4 | 0
20 | O=[N+]([O-])c1ccc(-c2csc(Nc3cc(Cl)cc(Cl)c3)n2)cc1 | 0 | 2
21 | O=C(C=Cc1ccc(O)c2c1C(C(=O)OC(Cc1ccc(O)c(O)c1)C(=O)O)C(c1ccc(O)c(O)c1)O2)OC(Cc1ccc(O)c(O)c1)C(=O)O (stereo not drawn) | 50 | nt
22 | O=C(c1cccc(Cl)c1)N1CCC(c2cnn(-c3ccccc3)c2)CC1 | -8 | 12
23 | COc1ccc(OC)c(NC(=O)CSc2nc3ccc(N)cc3s2)c1 | -10 | 27
24 | CC1CCN(S(=O)(=O)N2CCC(C(=O)O)CC2)CC1 | 29 | -1
25 | O=C1C(=O)N(CCN2CCOCC2)C(c2ccccc2F)C1=C(O)c1ccc(Cl)cc1 (stereo not drawn) | 3&0 | 5&-5
26 | COc1ccc(NC(=O)c2nnn(-c3nccs3)c2C)cc1Cl | -2 | -11
27 | Cc1cc(C(=O)N2CCC(c3nc(-c4ccccc4)no3)C2)n[nH]1 (stereo not drawn) | -7 | -5
28 | CCCN1CCC(NC2CCCc3ccccc32)CC1 (stereo not drawn) | -2 | 2
29 | O=C(NCc1cccnc1)c1ccc2c(c1)ncn2-c1cccc(F)c1 | -2 | -2
30 | O=C(Cc1csc(NC(=O)Nc2cccc(Cl)c2)n1)NCCCn1ccnc1 | -1 | 13
31 | Cc1nnc(NC(=O)c2ccc(S(=O)(=O)N3CCC(C)CC3)cc2)o1 | -22 | 16
32 | COc1cc(NC(=O)c2c(OC)cccc2OC)ccc1N1CCCCC1=O | -1 | -9
33 | c1cc(-c2nc3ccncc3[nH]2)ccn1 | -5 | -3
34 | O=C(Nc1ccc(F)cc1F)c1c(C(F)(F)F)ccnc1Oc1cccc(C(F)(F)F)c1 | -3 | nt
35 | Nc1nonc1/C(=N/O)N1CCCCC1 | nt | i
36 | CN1CCN(C(=O)C23CC4CC(CC(C4)C2)C3)CC1 | 0 | -3
37 | COc1cc2c(cc1OC)C(C(=O)NCCCN1CCOCC1)C(c1cccs1)N(C)C2=O (stereo not drawn) | 4 | 1
38 | COc1ccc(-c2onc(C)c2C(=O)NCc2ccccc2C)cc1 | -1 | -4
39 | O=C(c1cccs1)N1CCN(c2cc(-c3ccccc3)[nH]n2)CC1 | -6 | -1
40 | COCC(=O)Nc1ccc(Br)cc1F | -8 | -2
41 | CCCCC(CC)C(=O)Nc1ccc(N(C)C(C)=O)cc1 (stereo not drawn) | 2 | -1
42 | COc1cc(/C=C2\SC(=Nc3cccc(C(=O)O)c3)N(C)C2=O)cc(Cl)c1O | 0 | 5
43 | COc1ccc(/C=C2/SC(=Nc3ccccc3Cl)NC2=O)cc1 | -1 | 43
44 | Cc1ccc(C(=O)n2cnc3ccccc32)o1 | -8 | 5
45 | O=S1(=O)N[C@@H](Cc2ccccc2)COc2cc(N3CCN(Cc4ccccc4F)CC3)ccc21 | -4 | 0
46 | CC(Oc1ccc(C=C2C(=O)c3ccccc3C2=O)cc1)C(=O)O (stereo not drawn) | -3 | 9
47 | COc1cc2ncnc(SCC(=O)NN)c2cc1OC | -13 | nt
48 | COc1ccc2cc3cc(C(=O)Nc4ccccc4F)sc3nc2c1 | -5 | -8
49 | C[C@@H]1NS(=O)(=O)c2c(F)cccc2O[C@@H]1c1ccccc1 | -8 | -2
50 | O=C1N=c2ccc([N+](=O)[O-])cc2=C1c1sc(=Nc2ccccc2)n(-c2ccccc2)c1O | nt | 24

(further entries)
item | mol | Pf apPOL inh | mHTT CaM bind
51 | COc1ccc(-c2cc3ccc4c(c3oc2=O)CN(CC2CCCO2)CO4)c(OC)c1 (stereo not drawn) | -6 | 9
52 | CCN(CCCNC(=O)c1cn(CC(C)C)c(=O)c2c1c1ccccc1n2C)c1cccc(C)c1 | 3 | 0
53 | O=C1c2sc3nc4n(c(=O)c3c2CCC1Br)CCCCC4 (stereo not drawn) | -6 | 9
54 | CC1(C)CC(=O)C(C(c2ccc(Br)cc2)C2C(=O)CC(C)(C)CC2=O)C(=O)C1 | 2 | 10
55 | Cn1ccc(C(=O)N2CCCC2c2ccc(Cl)cc2)n1 (stereo not drawn) | -7 | -1
56 | NC(=O)Cc1ccc(NC(=O)c2ccc(F)c(F)c2)cc1 | -5 | -1
57 | Cc1c(Cl)cccc1NC(=O)C1CC1c1ccccc1 (stereo not drawn) | -6 | -9
58 | CC1CCCCC1NC(=O)CN1N=C(c2ccc(Cl)cc2)CCC1=O (stereo not drawn) | -14 | 31
59 | O=C(NC1CC1)c1csc(Nc2cccc(Cl)c2)n1 | -5 | -8
60 | COc1ccc(-c2ncc3c(n2)CCN(C(=O)Nc2ccc(C)cc2)C3)cc1 | -2 | -13
61 | Cc1cc(C)n(CCNC(=O)NC(c2ccccc2)c2ccccc2)n1 | -9 | -1
62 | CC1CCCN(C2CCN(S(=O)(=O)c3ccc(F)cc3)CC2)C1 (stereo not drawn) | -11 | 0
63 | Fc1ccc(CNc2cc(-n3cccn3)ncn2)cc1 | -1 | -9
64 | COc1cc(NC(=O)NC2(c3ccccc3)CC2)c(OC)cc1Cl | -4 | 10
65 | Cc1c(C(=O)N2CCCCC2)oc2ccc(S(=O)(=O)N3CCCCCC3)cc12 | -1 | -1
66 | Nc1ccc(-c2nc3c(Cl)cc(N)cc3[nH]2)cc1 | 0 | 40
67 | O=C(Nc1nc(=O)c2ccccc2s1)c1ccc(F)cc1 | -1 | -7
68 | COc1ccc(C(=O)N2CCc3nc4cc(-c5ccccc5)[nH]n4c(=O)c3C2)c(OC)n1 | -1 | -3
69 | CC1CCC2C(=O)N(c3ccc(NCCc4ccccn4)c([N+](=O)[O-])c3)C(=O)C2C1 (stereo not drawn) | -20 | 44
70 | CC(=O)Nc1ccc(Cl)c(-c2nc3cc(C)c(C)cc3o2)c1 | 4 | 50
71 | CSC(=NCc1c(N(C)C)cccc1N(C)C)NS(=O)(=O)c1ccccc1 | -2 | nt
72 | O=C1NN(c2cccc(Cl)c2)C(=O)/C1=C/c1ccc(-c2ccccc2[N+](=O)[O-])o1 | 3 | 10
73 | CC(C)n1cnnc1C1CCN(C(=O)Cc2cccnc2)CC1 | -5 | -2
74 | Cc1ccc(C(=O)Nc2cnc(-c3cccc(Cl)c3)nc2)s1 | 2 | -6
75 | Cc1ccccc1N=C1SCC(=O)N1c1ccccc1C | -4 | -3
76 | Cc1ccccc1/C=C1/C(=N)N2N=C(CC(C)C)SC2=NC1=O | -4 | -3
77 | CC1=CC2=NCC(O)CN2C=C1 (stereo not drawn) | 2 | -1
78 | COc1ccc(OC)c(COCC(O)CN2CCCCCC2)c1 (stereo not drawn) | -2 | 1
79 | O=C1OC(c2cccc(I)c2)=N/C1=C/c1ccc([N+](=O)[O-])cc1 | -4 | -4
80 | Cc1nc(-c2ccc(N3CCN(C(=O)c4ccc5c(c4)OCO5)CC3)nc2)no1 | -1 | -10
81 | CCCOc1cc2oc(C)c(Oc3ccccc3)c(=O)c2cc1CC | -1 | -12
82 | Cc1cccc(NC(=O)CSc2nc3c(c(=O)n2C)SC(C)C3)c1C (stereo not drawn) | -8 | 6
83 | CCCCN1C(=O)/C(=C2/SC(N3CCC(C(N)=O)CC3)=NC2=O)c2ccccc21 | -2 | 2
84 | COc1ccc(N(C)c2nnc(-c3ccc(NC(=O)C4CC4)cc3)s2)cc1 | -10 | -4
85 | O=C(CN1C(=O)CCC1=O)N1CCOC(c2ccc(C(F)(F)F)cc2)C1 (stereo not drawn) | 7 | -2
86 | COc1cc(Nc2cc(C(=O)N3CCSCC3)nc3ccccc23)cc(OC)c1 | -6 | 15
87 | CCc1nc(-n2cccc2)sc1C(=O)Nc1ccc(Cl)cc1 | -4 | -15
88 | N#CC1=C2C=CC(O)=CC2OC=C1N (stereo not drawn) | nt | 55*
89 | O=S(=O)(NCc1ccc(N2CCOCC2)cc1)c1cccs1 | -3 | nt
90 | O=C(c1ccccc1)c1cc(Cl)ccc1N=Cc1c(O)[nH]c(=O)[nH]c1=O | 1 | -5
91 | CSC1=C(C#N)C(c2cccc(Cl)c2Cl)CC(=O)N1 (stereo not drawn) | -1 | -4
92 | Cc1ccc(Cl)cc1NC(=O)C1CCN(C(=O)c2ccc(Cl)cc2Cl)CC1 | -6 | 11
93 | Cc1[nH]nc(-c2ccc(O)cc2O)c1Oc1ccc(F)cc1 | 1 | nt
94 | O=C(CN1CCN(S(=O)(=O)c2cc(Cl)ccc2Cl)CC1)Nc1ccc2c(c1)OCO2 | -4 | 8
95 | O=C(NC1CC2CCC1C2)C1CC(=O)N(C2CCN(Cc3ccccc3)CC2)C1 (stereo not drawn) | -3 | 4
96 | CCn1c(=O)cc(C(C)C)c2ccc(OCC(=O)N3CCCC3)cc21 | -8 | 3
97 | CCOc1cccc(CN2CCc3nc(Nc4cccc(OC)c4)ncc3C2)c1 | 0 | 40
98 | CN(C)c1ccc(CNS(=O)(=O)c2ccc3[nH]c4c(c3c2)CCCCC4)cc1 | 0 | 55*
99 | CCCNC(=O)c1cc2nc(-c3ccc(C)cc3)cc(C(F)(F)F)n2n1 | -2 | -7
100 | COc1ccc(-c2noc(C3CCCN3C(=O)NCc3ccc(C)cc3)n2)cc1 (stereo not drawn) | -2 | -3

The listing continues.
item | mol | Pf apPOL inh | mHTT CaM bind
101 | Cc1ccccc1-n1c(-c2ccc(Br)cc2)cn2c3c(=O)n(C)c(=O)n(C)c3nc12 | -1 | 9
102 | O=C1c2ccccc2NC(c2ccccn2)N1CCCN1CCOCC1 (stereo not drawn) | 1&0 | nt
103 | CC(=O)c1sc(C(C)(C)C)cc1NC(=O)C=CC(=O)O | 4 | nt
104 | CCN1CCCC1CNC(=O)c1cc(-c2ccncc2)nc2ccccc12 (stereo not drawn) | -9 | -5
105 | CCOC(=O)N1CCN(C(=O)CN(c2cccc(Cl)c2C)S(C)(=O)=O)CC1 | -8 | 5
106 | O=C(c1ccc(OCC2CCN(C(=O)C3CCCCC3)CC2)cc1)N1CCOCC1 | 0 | 7

17 structures already listed, arranged by molar mass, falling:
item | mol | Pf apPOL inh | mHTT CaM bind
92 | Cc1ccc(Cl)cc1NC(=O)C1CCN(C(=O)c2ccc(Cl)cc2Cl)CC1 | -6 | 11
106 | O=C(c1ccc(OCC2CCN(C(=O)C3CCCCC3)CC2)cc1)N1CCOCC1 | 0 | 7
98 | CN(C)c1ccc(CNS(=O)(=O)c2ccc3[nH]c4c(c3c2)CCCCC4)cc1 | 0 | 55*
95 | O=C(NC1CC2CCC1C2)C1CC(=O)N(C2CCN(Cc3ccccc3)CC2)C1 (stereo not drawn) | -3 | 4
100 | COc1ccc(-c2noc(C3CCCN3C(=O)NCc3ccc(C)cc3)n2)cc1 (stereo not drawn) | -2 | -3
97 | CCOc1cccc(CN2CCc3nc(Nc4cccc(OC)c4)ncc3C2)c1 | 0 | 40
90 | O=C(c1ccccc1)c1cc(Cl)ccc1N=Cc1c(O)[nH]c(=O)[nH]c1=O | 1 | -5
99 | CCCNC(=O)c1cc2nc(-c3ccc(C)cc3)cc(C(F)(F)F)n2n1 | -2 | -7
104 | CCN1CCCC1CNC(=O)c1cc(-c2ccncc2)nc2ccccc12 (stereo not drawn) | -9 | -5
102 | O=C1c2ccccc2NC(c2ccccn2)N1CCCN1CCOCC1 (stereo not drawn) | 1&0 | nt
96 | CCn1c(=O)cc(C(C)C)c2ccc(OCC(=O)N3CCCC3)cc21 | -8 | 3
89 | O=S(=O)(NCc1ccc(N2CCOCC2)cc1)c1cccs1 | -3 | nt
87 | CCc1nc(-n2cccc2)sc1C(=O)Nc1ccc(Cl)cc1 | -4 | -15
91 | CSC1=C(C#N)C(c2cccc(Cl)c2Cl)CC(=O)N1 (stereo not drawn) | -1 | -4
93 | Cc1[nH]nc(-c2ccc(O)cc2O)c1Oc1ccc(F)cc1 | 1 | nt
103 | CC(=O)c1sc(C(C)(C)C)cc1NC(=O)C=CC(=O)O | 4 | nt
88 | N#CC1=C2C=CC(O)=CC2OC=C1N (stereo not drawn) | nt | 55*
